TCR act – Activators of T cell receptors: qHTS campaign; Potency, µM (top dose mostly 9.22 µM), without a hit: top-dose activation of IL-2 secretion, actives largely listed as activators; primary human leukocytes, anti-CD3, IL-2 HTRF, 48 h; 330,000 tested, under 10 active; note: % of control where 0% means no effect
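Readout: HTRF IL-2, Eu-cryptate/d2 antibody pair, 320nm excitation, 665nm emission. Stimulus: a-CD3 beads, no co-stimulation. Cells: primary human leukocytes. Exposure: 48 hr with compound.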
Eya2 inh – qHTS Assay for Inhibitors of the Phosphatase Activity of Eya2; Protein phosphatase EYA2 (Homo sapiens), O00167; recombinant Eya2, OMFP fluorescence dephosphorylation (OMFP is methylfluorescein phosphate); Potency, µM (highest dose often 76.9 µM), without a hit: at the highest dose activity, negative = inhibition, hits mostly inhibitors; hit rate 0.006% among 330,000; AID 488837, 2010; note: potency is the fitted concentration of half-maximal effect; % is set by controls: 0 for no effect and ±100 for the full control effect
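Eya2 protein (added as 0.2 uM solution) was preincubated with compound for 10 min at ambient temperature in 50 mM HEPES pH 7.5, 50 mM NaCl, 5 uM MgCl2, 0.05% BSA, 1 mM DTT. OMFP (added at 50 uM) then reacted 10 min; fluorescence read at 485/525 nm.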
ELG1 repair inh – qHTS screen for small molecules that inhibit ELG1-dependent DNA repair in human embryonic kidney (HEK293T) cells expressing luciferase-tagged ELG1; Potency, µM (titrated, usually from 46.1 µM), without a hit: at the top dose activity change, negative = inhibition, actives largely listed as inhibitors; HEK293T ELG1-luciferase reporter, luminescence, 16 h; DNA damage induced by 5-fluorouridine; hit rate 2.3% among 330,000; note: potency is the fitted concentration of half-maximal effect; % is set by controls: 0 for no effect and ±100 for the full control effect; nearly all actives have a fitted effect of over 55% in size
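Cells (2,000 per well) received 5-fluorouridine plus test compound or DMSO and were incubated 16 hr at 37 °C, 5% CO2. Luciferase activity was read by luminescence 30 min after ONE-Glo addition; signal suppression marked inhibition of damage-induced ELG1 function.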
PTAP TSG101 blk – qHTS Assay for Iinhibitors of HIV-1 Budding by Blocking the Interaction of PTAP/TSG101; Tumor susceptibility gene 101 protein (Homo sapiens), Q99816; Fluorescence polarization, FITC-PTAP peptide / Tsg101 binding; Potency, µM (series often up to 115 µM), for inactives: at the top dose activity change, negative = inhibition, hits mostly inhibitors; 340,000 tested, under 10 active; active = well fitted inhibition curve with a large enough effect in the main read-out, with a control signal flat, not every such curve was filed as active; inconclusive = small, poorly fitted or top-dose-only effect, or effect the other way, or a change in a side signal; inactive = no such curve, though single readings can be large or run the other way; note: potency is the fitted concentration of half-maximal effect; % of control where 0% means no effect
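FP read-out: FITC-PTAP peptide, 50 nM final, binding Tsg101 binding domain, 10 uM final; 20 min, r.t.; 10 mM HEPES pH 7.5, 0.15 M NaCl, 0.01% Tween 20, 3 mM EDTA, 0.1 mM TCEP.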
uPA surface inh – qHTS for Inhibitors of Cell Surface uPA Generation; cell surface uPA generation assay, qHTS; Potency, µM (doses to about 38.3 µM), for inactives: top-dose activity change, negative = inhibition, hits mostly inhibitors; hit rate 0.31% among 330,000; AID 540303, 2011; active = well fitted inhibition curve with a large enough effect; inconclusive = small, poorly fitted or top-dose-only effect; inactive = no such curve, though single readings can be large or run the other way; tested in mouse RAW 264.7 cells; note: potency is the fitted concentration of half-maximal effect; % is set by controls: 0 for no effect and ±100 for the full control effect; nearly all actives have a fitted effect of over 55% in size
TSHR antag – Antagonists of the Thyroid Stimulating Hormone Receptor: HTS campaign; Thyrotropin receptor (Homo sapiens), P16473; TSHR-expressing cells, TSH-stimulated cAMP HTRF, 2 h; stronger effect = lower value; activity change, negative = inhibition, % at 11.5 µM; hit rate 0.2% among 330,000; AID 504810, 2011;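 active = activity change below a set negative limit, meaning inhibition stronger than a set level, cut at about -70% in these data; inconclusive = activity change between two set negative limits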; note: % is set by controls: 0 for no effect and ±100 for the full control effect
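Freshly harvested TSHR cells receive pin-tooled compound, then EC80 TSH at 4nM final. After 2 hours at 37 deg C, antibody in lysis buffer and cAMP-d2 are added; 30 minutes at ambient temperature precede the HTRF read.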
Mito fusion yeast – qHTS Assay for Small Molecule Inhibitors of Mitochondrial Division or Activators of Mitochondrial Fusion; hit rate 0.23% among 320,000; Potency, µM (titrated, usually from 46.1 µM), without a hit: at the top dose growth rescue (activation), hits mostly activators; S. cerevisiae fusion-defective mutant growth rescue, CellTiterGlo 48 h;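 note: potency is the fitted concentration of half-maximal effect; % of control where 0% means no effect; nearly all actives have a fitted effect of over 45% in size; temperature-sensitive fusion mutants such as fzo1-1 at 37 °C on non-fermentable ethanol glycerol medium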
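Temperature-sensitive fusion-defective S. cerevisiae (e.g. fzo1-1, mgm1-5) were grown with compound in YPEG medium (3% ethanol, 3% glycerol) for 48 hours at 37C. Growth rescue was measured as viability by CellTiterGlo luminescence after 10 minutes at ambient.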
B2AR arrestin – qHTS assay of beta-arrestin-biased ligands of beta2-adrenergic receptor | beta-arrestin recruitment to beta2AR, cell-based reporter | Potency, µM (highest dose often 46.1 µM), for inactives: top-dose activation, actives largely listed as activators | hit rate 0.02% among 330,000;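 note: potency is the fitted concentration of half-maximal effect; 0% = DMSO controls and full agonism = EC100 isoproterenol or metaproterenol; nearly all actives have a fitted effect of over 65% in size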
Target sequence (P07550 whole entry, looked up): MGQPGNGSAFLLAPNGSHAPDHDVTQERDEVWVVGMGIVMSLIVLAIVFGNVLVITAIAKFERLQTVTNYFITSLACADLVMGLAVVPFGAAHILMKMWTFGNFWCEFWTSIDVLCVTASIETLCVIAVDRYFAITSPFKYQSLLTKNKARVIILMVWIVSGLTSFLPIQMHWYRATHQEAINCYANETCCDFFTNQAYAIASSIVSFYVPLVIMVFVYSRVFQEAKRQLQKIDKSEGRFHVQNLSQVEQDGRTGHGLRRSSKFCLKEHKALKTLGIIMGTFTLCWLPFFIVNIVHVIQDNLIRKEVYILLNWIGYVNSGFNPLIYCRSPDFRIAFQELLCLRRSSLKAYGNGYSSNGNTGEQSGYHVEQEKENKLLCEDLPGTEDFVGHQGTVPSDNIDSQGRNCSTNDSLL
USP2a block – qHTS Assay for Inhibitors of Ubiquitin-specific Protease USP2a Using CHOP2 as the Reporter; Ubiquitin carboxyl-terminal hydrolase 2 (Homo sapiens), O75604; USP2 core, Ub-CHOP2 coupled fluorogenic reporter, 485/531; Potency, µM (series often up to 38.3 µM), inactives show at the top dose activity change, negative = inhibition, most hits filed as inhibitors; hit rate 0.01% among 330,000;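 note: potency is the fitted concentration of half-maximal effect; plate controls were DMSO wells for no effect and full inhibition by NEM control for full effect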
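Cell-free coupled assay: 10nM USP2 core preincubated 30min RT with compound in Tris-HCl pH 8.0/CaCl2/CHAPS buffer, then 25nM Ub-CHOP2 and 25nM reporter substrate; fluorescence (Ex 485/Em 531) read after 60min RT, normalized to NEM inhibition, concentration-response curves fitted.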
BCR signal inh – qHTS Assay to Find Inhibitors of Chronic Active B-Cell Receptor Signaling; hit rate 0.05% among 340,000; Potency, µM (highest dose often 46.1 µM), for the others: top-dose ratio change, negative = lower green/red ratio, usual class: inhibitors; ABC-DLBCL IkBa-CBG/CBR reporter, luminescence ratio, 4 h; active = well fitted inhibition curve with a large enough effect in the signal ratio, with a control signal flat, not every such curve was filed as active; inconclusive = small, poorly fitted or top-dose-only effect, or effect the other way, or a change in a side signal; the % refers to the signal ratio;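 note: potency is the fitted concentration of half-maximal effect; plate controls were basal doxycycline-induced cells for no effect and cells given 10 µM MG132 for full effect; MG132 reads +100%, hits lower the ratio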
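Concentration-response series (up to 46 uM) were applied to TMD8 dual-reporter cells for 4 h at 37C with doxycycline. Green/red ratio, after filter-overlap correction, defined %Activity; red signal alone was normalised to basal cells and zero luminescence.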
Tb PFK block – qHTS Assay to Find Inhibitors of T. brucei phosphofructokinase; Potency, µM (doses to about 57.5 µM), for the others: top-dose activity, negative = inhibition, usual class: inhibitors; ATP-dependent 6-phosphofructokinase (Trypanosoma brucei brucei), O15648; AID 485367, 2010; hit rate 0.17% among 330,000; T. brucei PFK, ADP-Glo luminescence;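 note: potency is the fitted concentration of half-maximal effect; 0% = uninhibited 1x PFK enzyme wells and -100% = no-enzyme wells; nearly all actives have a fitted effect of over 60% in size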
Target sequence (O15648 whole entry, looked up): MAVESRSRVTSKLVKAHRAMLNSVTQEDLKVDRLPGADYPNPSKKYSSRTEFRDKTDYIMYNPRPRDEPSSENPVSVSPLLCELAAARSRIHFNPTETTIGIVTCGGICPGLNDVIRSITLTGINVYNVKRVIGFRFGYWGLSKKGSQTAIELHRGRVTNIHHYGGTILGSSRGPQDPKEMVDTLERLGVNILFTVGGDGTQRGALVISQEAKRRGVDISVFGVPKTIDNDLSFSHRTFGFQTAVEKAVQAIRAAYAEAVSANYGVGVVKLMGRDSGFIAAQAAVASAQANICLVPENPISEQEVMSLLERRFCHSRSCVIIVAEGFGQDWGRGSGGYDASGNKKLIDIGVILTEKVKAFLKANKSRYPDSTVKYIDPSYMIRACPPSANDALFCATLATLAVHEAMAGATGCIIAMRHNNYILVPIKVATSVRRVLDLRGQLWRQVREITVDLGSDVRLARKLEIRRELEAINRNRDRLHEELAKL
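Luminescent ADP detection (ADP-Glo, two-step: ATP depletion then ADP-to-ATP conversion for luciferase) reported PFK activity after 45 min room-temperature reaction of 1.25 nM enzyme with 0.5 mM F6P and 0.1 mM ATP at pH 8.0.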
Active calls of the source: *; ? = inconclusive; . = no result given; [ ] = another dose, or the depositor's remark. Unless noted, calls come from the whole dose curve; as a rule, active = well fitted curve in the direction sought with a large enough effect; inconclusive = small, poorly fitted or top-dose-only effect, or another doubt; inactive = no such curve, though single readings can be large; an effect the other way counts as inactive or inconclusive.

SMILES | TCR act | Eya2 inh | ELG1 repair inh | PTAP TSG101 blk | uPA surface inh | TSHR antag | Mito fusion yeast | B2AR arrestin | USP2a block | BCR signal inh | Tb PFK block
O=C1Nc2ccccc2Oc2cc(Oc3ccccc3)ccc21 | . | -22% | . | . | . | -13 | 5% | 0.2% | -4% | ? | -30%
CCOc1ccc(N(CC(=O)NCc2ccco2)C(=O)CCC(=O)Nc2nccs2)cc1 | -8% | -12% | 1% | -4% | -1% | 13 | -14% | 0.1% | 1% | -19% | -12%
N#C/C=C/N1CCC(Cc2ccccc2)CC1 | -5% | 1% | 5% | -2% | 2% | -12 | 1% | 0.0% | -2% | 0% | 6%
O=C(O)C1C2C=CC3(CN(C/C=C/c4ccccc4)C(=O)C13)O2 (configuration not stated) | 11% | 3% | 9% | -3% | 1% | -1 | -1% | 0.1% | 0% | 1% | 1%
CC(C)NC(=O)COc1ccc(S(=O)(=O)N2CCOCC2)cc1 | -1% | 7% | 5% | 0% | 2% | 4 | 1% | -0.2% | 1% | 10% | 1%
N=C1C(c2nc(-c3ccc(Cl)cc3)cs2)=C(O)CN1NC(=O)c1ccc(O)cc1 | 4% | -7% | ? | -2% | -2% | -3 | 0% | 0.2% | 0% | ? | 2%
CC(C)c1ccccc1NC(=S)NCCCn1ccnc1 | 0% | 14% | 14% | -5% | -5% | 0 | 1.6µM* | 0.4% | 12% | 6% | -1%
CC1CC(Nc2ccccc2)c2ccccc2N1C(=O)c1ccco1 (configuration not stated) | -7% | -9% | 0% | -5% | 2% | -6 | 5% | -0.4% | -2% | ? | 6%
C/C(=N\NC(=O)c1ccc(OC2CCCC2)cc1)c1ccc(C)s1 | 7% | -2% | 10% | -2% | 0% | 5 | 3% | -1.8% | -1% | 2% | -1%
Nc1nc(-c2ccc(S(=O)(=O)N3CCCCC3)cc2)cs1 | 3% | 11% | ? | 0% | -21% | -17 | 11% | -0.2% | -1% | -1% | -2%
O=C(NCCCn1cccn1)C1CCC(=O)N(Cc2cccc(C(F)(F)F)c2)C1 (configuration not stated) | -4% | -1% | 17% | 1% | -18% | 13 | 0% | 0.4% | 2% | 0% | 0%
CC[C@]12c3[nH]c4cc(CCC(=O)N(C)C)ccc4c3CCN1C(=O)[C@@H](CC(=O)NCc1ccco1)C[C@@H]2C(=O)N1CCN(C(=O)C2CC2)CC1 | -3%[46.1 µM] | 5% | 2% | -4% | 9% | -1 | . | 5.3% | -1% | ? | 3%
CCOC(=O)c1[nH]cnc1C(=O)NC1CCN(C(=O)OC(C)(C)C)CC1 | 5% | -5% | -2% | -2% | 12% | -4 | -7% | 0.0% | -1% | ? | 2%
CC(=O)c1c(C)[nH]c(C(=O)N2CCN(c3ncccn3)CC2)c1C | -1% | -3% | -22% | -6% | -4% | 3 | 1% | 0.3% | 1% | 1% | 5%
O=C(NCc1ccccn1)c1ccc(-c2ccccc2)cc1 | -5% | -3% | ? | 1% | 5% | -9 | 5% | -0.3% | 2% | ? | -4%
CS(=O)(=O)Nc1ccc(-c2n[nH]c(=S)n2-c2ccccc2)cc1 | . | -7% | 1% | -1% | 6% | -7 | -1% | -0.2% | -1% | 2% | -1%
CC1=C(C(=O)OCC2CCCO2)C(c2ccccc2)C2=C(CC(C)(C)CC2=O)N1 (configuration not stated) | 11% | -11% | -10% | 0% | 0% | 4 | -4% | 0.0% | -2% | 21% | -4%
O=C(/C=C/c1ccc([N+](=O)[O-])cc1)Nc1cccc(S(=O)(=O)NC2=NCCCCC2)c1 | -1% | -15% | 15µM* | -2% | -11% | -14 | . | 0.3% | -7% | ? | -5%
Cn1c(=O)c2c(nc(CN3CCN(C(=O)c4ccco4)CC3)n2Cc2ccc(Cl)cc2)n(C)c1=O | 1% | -5% | -18% | -5% | -1% | 7 | 4% | 0.7% | 0% | -2% | 6%
O=C(NCCc1ccccc1)C1CC(=O)N(c2ccc3c(c2)OCCO3)C1 (configuration not stated) | -9% | 21% | 0% | -2% | 3% | 1 | -7% | 0.3% | 1% | -12% | 19%
O=c1[nH]cnc(O)c1C(c1cccc([N+](=O)[O-])c1)c1c(O)nc[nH]c1=O | 2% | -5% | -2% | -4% | -1% | 5 | 0% | 0.0% | 0% | -8% | 14%
CCOC(=O)C1(C(F)(F)F)N=C(C(F)(F)F)Nc2ccccc21 (configuration not stated) | . | -17% | 2% | -2% | 15% | -5 | 1% | -0.6% | 3% | 7% | -8%
Cc1cccc(CN2CCN(CCCc3ccccc3)CC2)c1 | . | -16% | 14% | . | . | 30 | 3% | -0.3% | -2% | ? | 5%
CCc1nc(N2CCN(C(=O)c3ccco3)CC2)c2oc3ccccc3c2n1 | . | 11%[15.4 µM] | ? | -8% | -25% | -32 | 12% | 5.0% | 0% | 12% | 1%

Grouped by structure: the entries above with two or more sulfur atoms (2)
SMILES | TCR act | Eya2 inh | ELG1 repair inh | PTAP TSG101 blk | uPA surface inh | TSHR antag | Mito fusion yeast | B2AR arrestin | USP2a block | BCR signal inh | Tb PFK block
Nc1nc(-c2ccc(S(=O)(=O)N3CCCCC3)cc2)cs1 | 3% | 11% | ? | 0% | -21% | -17 | 11% | -0.2% | -1% | -1% | -2%
CS(=O)(=O)Nc1ccc(-c2n[nH]c(=S)n2-c2ccccc2)cc1 | . | -7% | 1% | -1% | 6% | -7 | -1% | -0.2% | -1% | 2% | -1%

Remaining list, next part
SMILES | TCR act | Eya2 inh | ELG1 repair inh | PTAP TSG101 blk | uPA surface inh | TSHR antag | Mito fusion yeast | B2AR arrestin | USP2a block | BCR signal inh | Tb PFK block
CC(Oc1ccc(Cl)cc1Cl)C(=O)N/N=C1\CCCc2ccccc21 (configuration not stated) | . | -1% | 2% | -2% | . | -1 | 10% | -0.3% | 1% | 12% | 1%
CNC(=O)COc1ccc(Nc2nnc(-c3ccc(C)c(S(N)(=O)=O)c3)c3ccccc23)cc1 | 2% | -2% | ? | -3% | 7% | -4 | 9% | -0.9% | 2% | -10% | -4%
FC(F)(F)c1cnc(N2CCCN(C(=S)Nc3ccccc3)CC2)c(Cl)c1 | 9% | -6% | 1% | 1% | 3% | -8 | 1% | -0.8% | -7% | -1% | -8%
Cc1ccc(S(=O)(=O)N2CCCCC2)c(C)c1NS(C)(=O)=O | -7% | -2% | 2% | -5% | 5% | 23 | 3% | -0.3% | -1% | 1% | 1%
CC(CNC(=O)CCS(=O)(=O)c1ccc2c(c1)NC(=O)CO2)c1ccccc1 (configuration not stated) | 7% | -1% | 0% | 2% | -2% | 2 | 1% | 0.1% | 4% | 1% | 1%
CCn1nnc(NC(=S)NC(=O)c2ccc(-c3cccc(Cl)c3)o2)n1 | -10% | 5% | 11% | -3% | -4% | -10 | 9% | 18µM* | 5% | ? | ?
Cc1cc(F)ccc1S(=O)(=O)Nc1c(C)n(C)n(-c2ccccc2)c1=O | 2% | 15% | -5% | -4% | 3% | -1 | 4% | 0.0% | 3% | -2% | 0%

Screens: PubChem, National Center for Advancing Translational Sciences (NCATS)
